# Screening results as filed in PubChem BioAssay.
# V1aR counter: agonists of human V1a receptor, primary screen, counter-screen for OXTR agonist project, fluorescence, CHO-V1R cells; Vasopressin V1a receptor (Homo sapiens), P37288; activation, % at 3 µM; AID 2797, 2010; hit rate 0.25% among 320,000; Fluo-8 calcium fluorescence, agonist mode; 0% DMSO, 100% 3 nM vasopressin;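 active means activation above the mean activation of all tested compounds plus 3 SD, per screening run, cut at about 20% in these data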;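 further: signal is peak over basal fluorescence ratio across a 100 second FLIPR read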
# CHRM1 antagonist: human M1 muscarinic receptor antagonists, primary screen, CHO-K1 cells, Fluo-8 calcium fluorescence, 1536-well | Muscarinic acetylcholine receptor M1 (Homo sapiens), P11229 | CHO-K1 hM1, ACh EC80 antagonist | inhibition, % at 3 µM | hit rate 1.3% among 360,000 | AID 588852, 2011;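 active means percent inhibition above its own plate's cutoff, namely the mean of that plate's compound wells plus 3 SD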;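 further: peak over basal fluorescence ratio during 140 s after agonist addition; 0% = ACh EC80 plus DMSO and 100% = DMSO alone without agonist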
# Target sequence (P11229 whole entry, looked up): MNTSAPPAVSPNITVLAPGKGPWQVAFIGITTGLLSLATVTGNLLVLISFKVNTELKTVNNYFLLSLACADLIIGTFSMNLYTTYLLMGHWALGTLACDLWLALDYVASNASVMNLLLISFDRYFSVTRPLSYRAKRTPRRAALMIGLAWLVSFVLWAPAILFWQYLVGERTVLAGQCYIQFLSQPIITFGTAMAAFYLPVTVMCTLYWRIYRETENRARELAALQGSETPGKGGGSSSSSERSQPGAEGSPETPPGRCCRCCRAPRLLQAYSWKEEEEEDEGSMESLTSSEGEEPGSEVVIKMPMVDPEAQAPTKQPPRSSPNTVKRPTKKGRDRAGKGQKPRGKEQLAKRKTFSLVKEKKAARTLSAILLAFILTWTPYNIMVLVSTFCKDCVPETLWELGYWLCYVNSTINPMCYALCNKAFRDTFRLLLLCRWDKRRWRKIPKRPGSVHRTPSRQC
# OXTR potentiator: human OXTR potentiators, primary screen, fluorescence, CHO-OTR cells, Fluo-8 calcium. Fluo-8 calcium fluorescence, potentiator mode; 0% = oxytocin EC15, 100% = EC100. Oxytocin receptor (Homo sapiens), P30559. AID 2445, 2010. hit rate 0.061% among 320,000. activation, % at 3 µM;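 active means activation above that plate's cutoff, the mean activation of tested compounds plus 3 SD, cut at about 6.6% in these data, passing the limit was not always enough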;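 further: 100% uses oxytocin at 75 nM as the full agonist control; some results filed as inactive read as strong as hits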
# Target sequence (P30559 whole entry, looked up): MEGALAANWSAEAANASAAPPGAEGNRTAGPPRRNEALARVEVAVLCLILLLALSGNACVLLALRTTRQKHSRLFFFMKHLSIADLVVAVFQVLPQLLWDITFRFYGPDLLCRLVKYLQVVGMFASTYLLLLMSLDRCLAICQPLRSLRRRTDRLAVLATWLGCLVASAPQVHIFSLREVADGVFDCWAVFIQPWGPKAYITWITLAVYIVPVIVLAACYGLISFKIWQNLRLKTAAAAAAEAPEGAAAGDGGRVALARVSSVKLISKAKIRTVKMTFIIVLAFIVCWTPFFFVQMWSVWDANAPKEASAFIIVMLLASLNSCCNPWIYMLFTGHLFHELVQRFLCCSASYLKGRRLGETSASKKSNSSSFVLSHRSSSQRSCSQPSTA
#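 Assay system: CHO-OTR cells, human receptor / Also added: oxytocin at about EC15, sub-maximal agonist stimulus / Dosing: single dose, 3.0 µM nominal final compound concentration / Incubation: 6 min pre-incubation, 100 s read / Technique: Fluo-8 calcium dye fluorescence / Read-out: % activation vs EC15 and EC100 oxytocin / Benchmarks: EC15 oxytocin low, 75 nM oxytocin high / Replicates: singlicate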
# TAAR1 antag: human TAAR1 antagonists, primary screen, Fluo-8 calcium fluorescence, CHO RD-HGA16 cells | hit rate 1.5% among 360,000 | antagonist | Trace amine-associated receptor 1 (Homo sapiens), Q96RJ0 | inhibition, % at 3 µM;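 active means inhibition above a per-plate cutoff, the mean inhibition of test compounds on that plate plus 3 SD, cut at about 49% in these data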;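 further: 0% = DMSO plus EC80 beta-PEA response and 100% = DMSO alone without agonist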
#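 test system = CHO RD-HGA16 cells bearing hTAAR1 | replication = singlicate | controls = DMSO-only wells and EC80 β-PEA-stimulated wells | reagent = EC80 β-phenethylamine stimulus | read-out basis = percent inhibition of PEA-evoked calcium signal, max/basal emission ratio | schedule = seeding 17-24 h prior, 75-min 37 °C, 30-min RT dye loading | signal = kinetic Fluo-8 calcium fluorescence measurement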
# TAAR1 agonist: human TAAR1 agonists, primary screen, Fluo-8 calcium fluorescence, CHO RD-HGA16 cells. Trace amine-associated receptor 1 (Homo sapiens), Q96RJ0. vehicle wells 0%, saturating PEA agonist 100%. activation, % at 3 µM. hit rate 0.99% among 360,000. AID 624467, 2012;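 active means activation above the mean activation of all test compounds in the run plus 3 SD, cut at about 38% in these data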
#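 System: CHO-derived RD-HGA16 cells with stable Gα16 and human TAAR1. Times: 17-24 h plating, Fluo-8 75 min 37 °C, 30 min RT. Measured by: calcium-sensitive Fluo-8 signal, excitation 470-495, emission 515-575 nm. Read-out basis: % activation relative to PEA EC100 response. Control set: DMSO and PEA EC100. Repeats: no replicates (n 1).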
# CHO parental Ca: ATP-evoked calcium signal inhibitors, parental CHO, primary screen, counter-screen for OX1R antagonist project, cell-based, fluorescence, Fluo-8 calcium dye; parental CHO-K1, ATP-induced calcium, Fluo-8 fluorescence; inhibition, % at 5.6 µM; hit rate 0.63% among 330,000; AID 463079, 2010;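 active means inhibition above that plate's mean sample inhibition plus 3 SD, cut at about 26% in these data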;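 further: 0% = ATP-challenged DMSO wells and 100% = DMSO wells without ATP; some compounds past the cut are filed as inactive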
#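 Material: parental CHO cells / Compound: single nominal dose of 5.6 µM per compound / Signal: Fluo-8 fluorescence / Replicates: singlicate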
# OXTR ag: human OXTR agonists, primary screen, fluorescence, CHO-OTR cells, Fluo-8 calcium | Oxytocin receptor (Homo sapiens), P30559 | activation, % at 3 µM | hit rate 0.32% among 320,000 | Fluo-8 calcium fluorescence; normalized: DMSO 0%, oxytocin 100%;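 active means activation above the mean of all tested compounds plus 3 SD, cutoff set per screening run, cut at about 20% in these data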;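 further: peak over basal fluorescence ratio from a 100 s FLIPR kinetic read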
# CHRM1 agonist: human M1 muscarinic receptor agonists, primary screen, Fluo-8 calcium fluorescence, CHO-K1 cells, HTS. CHO-K1 hM1, agonist mode; 0% DMSO, 100% acetylcholine EC100. activation, % at 3 µM. hit rate 0.33% among 360,000;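 active means activation above the run's mean compound activation plus 3 SD, cut at about 16% in these data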;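 further: peak over basal fluorescence ratio within a 140 s kinetic read after compound addition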
# M1 PAM: human M1 muscarinic receptor positive allosteric modulators, primary screen, CHO-K1 cells, Fluo-8 calcium fluorescence, 1536-well; Muscarinic acetylcholine receptor M1 (Homo sapiens), P11229; hit rate 0.088% among 360,000; activation, % at 3 µM; CHO-K1 hM1, ACh EC20; 0% = ACh EC20, 100% = maximal ACh; in the data active means activation above about 19%, passing the limit was not always enough
# Starred values were filed as active, the others as inactive; / = not tested or not shown.
SMILES,V1aR counter,CHRM1 antagonist,OXTR potentiator,TAAR1 antag,TAAR1 agonist,CHO parental Ca,OXTR ag,CHRM1 agonist,M1 PAM
Cc1cc(C(=O)OCC(=O)c2ccc3c(c2)OCCO3)c(C)o1,-0.1,5,-8,8,2,-18,-0.6,-5,-5
COc1ccc(CC(=O)Nc2cccc(-c3nnc(-c4ccc(C)cc4)o3)c2)cc1OC,6.4,5,-9,82*,24,-9,5.8,-3,-1
O=C(NCC1CCCO1)c1cccc(NC(=O)c2ccccc2)c1 (stereo not drawn),0.8,0,-10,-5,0,-11,0.5,-1,5
CCCCCc1cc(=O)oc2c(C(CCN3CCCC3)c3cc(OC)c(OC)c(OC)c3)c(OC)cc(OC)c12 (stereo not drawn),3.4,25,-7,5,11,4,5.8,-12,-22
O=C(CSc1n[nH]c(-c2ccccc2O)n1)N1CCCc2ccccc21,3.4,2,-14,5,13,-17,3.8,-3,-2
COc1cccc(CNCCN2CCOCC2)c1OC,3.0,-9,-6,0,1,-9,1.1,-3,3
Cc1ccc2cc(C)c(N3CCC(C)CC3)nc2c1,0.6,1,1,-22,17,-14,-0.4,-12,6
O=C(O)CC(CC(=O)Nc1ccccc1C(=O)O)c1ccccc1 (stereo not drawn),0.9,-20,-1,-6,1,1,0.2,0,21
CCOC(=O)c1[nH]c2ccccc2c1NC(=O)NC1CCCCC1,-1.5,-22,-4,23,6,-13,-0.5,-5,5
Cn1c(=O)c2ncn(CC(=O)Nc3cc(C(F)(F)F)ccc3N3CCOCC3)c2n(C)c1=O,2.5,-1,1,2,8,-10,2.0,-5,4
O=C(CCC(=O)N1CCN(S(=O)(=O)c2ccccc2)CC1)c1cccs1,0.2,4,-2,2,6,-13,1.3,-5,-2
CCN1CCN(C(=O)CN2C(=O)COc3ccc(S(=O)(=O)N4CCOCC4)cc32)CC1,1.1,-5,-4,-7,4,1,0.5,-2,4
CC(C)CN(C(=O)CC1CCCC1)c1c(N)n(Cc2ccccc2)c(=O)[nH]c1=O,-0.5,-13,0,-32,6,-22,-0.8,-2,5
COc1ccc(N=Cc2nc(-c3ccccc3)oc2OC(=O)c2ccccc2)cc1,-0.2,-5,-4,-8,6,2,-0.7,-7,6
CCCN(CC(=O)Nc1ccccc1OC)C(=O)c1cc(S(=O)(=O)NCc2ccccc2)ccc1C,-0.4,16,-1,-2,1,-13,-0.8,-1,-5
O=C(N/N=C/c1ccccc1OC(F)F)c1cc(-c2ccncc2)nc2ccccc12,0.9,0,-10,31,11,-19,1.2,-2,2
Nc1nc(SCC(=O)Nc2ccc(OCc3ccccc3)cc2)n[nH]1,0.7,6,1,-2,6,-4,0.1,-3,0
COc1ccc(CCNC(=O)C(=O)N/N=C/c2cccs2)cc1OC,-1.5,5,-22,0,-1,-24,-2.2,-6,-7
CCCC(=O)NC(c1ccc(C)cc1)c1ccc2cccnc2c1O (stereo not drawn),-0.1,-4,-1,/,/,-15,-0.9,0,2
CCOC(=O)c1cn(CC#N)c2cc(F)c(F)cc2c1=O,0.3,-7,-3,-5,3,-3,-0.6,-8,13

# Not a retest: an excerpt of the list.
SMILES,V1aR counter,CHRM1 antagonist,OXTR potentiator,TAAR1 antag,TAAR1 agonist,CHO parental Ca,OXTR ag,CHRM1 agonist,M1 PAM
O=C(N/N=C/c1ccccc1OC(F)F)c1cc(-c2ccncc2)nc2ccccc12,0.9,0,-10,31,11,-19,1.2,-2,2
Nc1nc(SCC(=O)Nc2ccc(OCc3ccccc3)cc2)n[nH]1,0.7,6,1,-2,6,-4,0.1,-3,0

# Next section.
SMILES,V1aR counter,CHRM1 antagonist,OXTR potentiator,TAAR1 antag,TAAR1 agonist,CHO parental Ca,OXTR ag,CHRM1 agonist,M1 PAM
CC1(C)OC(=O)N(CC(=O)Nc2ccccc2)C1(C)O (stereo not drawn),0.2,-5,0,-8,4,-2,1.4,-5,13
O=C(Nc1csc(Cl)c1)c1ccccc1,-0.4,-11,-5,2,-1,-18,-0.3,-4,2
Cc1ccc(C(=O)NC(=S)Nc2cc(C(F)(F)F)ccc2Cl)cc1,0.5,-14,-5,22,7,-11,0.2,-3,12
Cc1ccc(SC[C@H](Cc2ccccc2)N2CC[C@@H](C)CCC2=O)cc1,-0.1,8,-22,23,15,26,-2.2,-7,-4
CN(C(=O)CS(=O)(=O)c1cn(CC(=O)N2CCOCC2)c2ccccc12)c1ccccc1,0.1,-8,-15,-18,4,-11,-0.4,-4,3
Cc1cccc(-n2c(C)cc(/C=N/NC(=O)c3cccc([N+](=O)[O-])c3C)c2C)c1,7.1,-2,-8,4,10,-9,3.9,-4,1
CCCCN1C(=O)NC(NC(=O)c2ccco2)(C(F)(F)F)C1=O (stereo not drawn),-0.2,1,-5,-4,9,-11,-0.9,-6,2
CCCCSc1n[nH]c(=S)c2nc[nH]c12,/,-10,/,-36,2,/,/,-3,3
O=C(NC1CCCCC1NC(=O)c1ccco1)c1ccco1 (stereo not drawn),0.6,-11,-8,-13,2,-7,-0.3,-3,6
CC[C@@H](C)[C@@H](C(=O)N1CCN(C(=O)OC(C)(C)C)CC1)n1cc(CCCN=C(NC(=O)OC(C)(C)C)NC(=O)OC(C)(C)C)nn1,-0.2,-12,-1,4,0,-22,-0.9,-8,6
O=c1[nH]c(CSc2ncnc3sccc23)nc2ccccc12,0.2,-12,6,5,-1,-18,-0.9,-4,5
CC(C)NC(=S)N/N=C1\CCCCc2ccccc21,2.2,-2,-12,14,20,-5,-1.2,-11,-10
COc1ccc(S(N)(=O)=O)cc1C(=O)NNC(=O)CN(C)S(=O)(=O)c1ccc(Cl)cc1,0.2,4,-3,6,0,-1,1.6,-4,3
CCCCN(CCCC)S(=O)(=O)c1ccc2[nH]c(=O)[nH]c2c1,0.0,5,-1,-25,4,-12,-0.5,-6,-2
CCOC(=O)c1[nH]ncc1CN1CCCC(C(=O)c2ccc(OC)cc2C)C1 (stereo not drawn),1.9,-8,-15,-12,4,-19,0.5,-7,3
CCN1CCN(S(=O)(=O)c2ccc(Cl)c(C(=O)N(C)Cc3cccc(Cl)c3Cl)c2)CC1,2.6,5,-12,-5,4,-25,3.7,-7,-6
COc1cc(C(=O)O)c2ccccc2n1,2.2,-6,-6,5,11,-5,0.2,-1,-5
Cc1c(NC(=O)CN2c3ccccc3CC2C)c(=O)n(-c2ccccc2)n1C (stereo not drawn),0.3,24,-3,-6,0,-13,-1.2,-3,-10
Cc1cc(NC(=O)c2ccc(N3C(=O)C4C5C=CC(C5)C4C3=O)cc2)no1 (stereo not drawn),0.3,-3,-10,4,11,-2,0.2,-5,4
COC(=O)c1cn(NC(=O)c2ccccc2[N+](=O)[O-])c(=O)c2ccccc12,-0.8,-7,-2,-22,3,-16,-1.1,1,6
CN(C)CCNc1nc(Oc2cccc(F)c2)c2sccc2n1,/,7,/,-14,8,/,/,-9,-15
O=[N+]([O-])c1ccccc1S(=O)(=O)N1CCCCC1,0.5,-2,-6,-10,5,-2,0.7,-6,5
COc1cc(/C=C2\SC(=O)N(c3ccc(O)cc3)C2=O)cc(OC)c1OC,3.8,-8,-14,-54,14,-28,4.5,6,12
CCOc1cc(C(=O)CCC(=O)OCC(=O)N2c3ccccc3NC(=O)C2(C)C)ccc1O,1.5,9,-10,42,18,-11,-1.0,-1,-6
CCOc1ccc(NC(=O)c2csc3c2CCCC3)cc1,-0.8,-3,-4,5,0,-5,-1.8,-9,-6
CC(C)CCN1C(Nc2ccccc2)=NC[C@@H]1Cc1ccccc1,1.2,9,3,2,8,-22,1.4,-7,-6
CCCn1c(=N)c(S(=O)(=O)c2ccccc2)cc2c(=O)n3cccc(C)c3nc21,0.2,-5,-3,9,-2,-18,0.5,-7,2
CCS(=O)(=O)c1nc(S(=O)(=O)c2ccc(C)cc2)c(NCc2ccccn2)s1,0.3,1,-18,-7,7,-18,-0.6,-3,5
CCc1ccc(C(=O)CCC(=O)Nc2cccc(S(=O)(=O)N3CCCCC3)c2)cc1,/,-15,/,-15,0,/,/,-3,2
Cc1ccc2c(c1)cc1c(=O)n(CC(=O)N(C)c3ccccc3)nc(C)n12,0.1,-21,-10,-40,4,-4,-1.6,0,17
COc1ccc(/C=N/NC(=O)C(=O)N2CCCCCC2)cc1,-0.1,-8,-3,-2,0,-9,0.6,-1,5
CCO[C@@H]1OC(C(=O)N2CCCCCCC2)=C[C@H](c2ccc(C(F)(F)F)cc2)[C@H]1CCCO,-0.9,11,-15,-3,1,-14,-2.4,-3,-2
COc1ccc(F)c(-c2nc(CN3CCN(C(=O)c4ccco4)CC3)c(C)o2)c1,-0.2,10,-2,-10,-2,-20,-1.0,-4,-3
Cc1ccc(/C(O)=C2\C(=O)C(=O)N(C)C2c2cccc([N+](=O)[O-])c2)cc1 (stereo not drawn),0.8,-20,-9,-42,1,5,-0.1,1,15
COc1ccc(Oc2ncnc3c2ncn3Cc2ccccc2)cc1,2.0,-3,-1,-2,15,-15,-1.4,2,2
COc1ccc(-c2nc3ccccc3c(=O)n2CCOc2c(C)cccc2C)cc1,-0.1,2,1,12,2,-10,-0.1,-3,-5
Cn1c(Cn2nnc3ccccc32)nnc1SCC(=O)c1ccccc1F,3.3,-8,-9,-6,3,-5,5.1,-5,10
COC(=O)C(NC(=O)C(NC(=O)C1CCC(C)CC1)C(C)C)C(C)C (stereo not drawn),0.4,-28,3,-19,1,-16,-0.3,-5,4
C/C(=N\Nc1nc(C)cc(=O)[nH]1)C1CC1,0.2,-9,-10,7,0,-11,-0.7,-6,9
O=C(CSc1nnc(COc2ccc(Cl)cc2)o1)Nc1nccs1,/,-6,/,-15,2,/,/,-2,5
